High-throughput results: PubChem, several laboratories
DNMT1 inh: human DNMT1 methyltransferase inhibitors, primary screen, biochemical, molecular beacon, fluorescence, HinP1I cleavage, uHTS. DNA (cytosine-5)-methyltransferase 1 (Homo sapiens), P26358. inhibition (reported as % activation of signal), % at 10 µM. hit rate 0.83% among 360,000; in the data active = inhibition above about 50%
SUMO1 PPI mod: modulators of SUMO1 protein-protein interactions, primary screen, biochemical, uHTS; Small ubiquitin-related modifier 1 (Homo sapiens), P63165; SUMO1 binding to a labelled peptide, TR-FRET, 1 h; inhibition, % at 20 µM; hit rate 0.33% among 360,000; in the data active = inhibition above about 37%
Target sequence (P63165 whole entry, looked up): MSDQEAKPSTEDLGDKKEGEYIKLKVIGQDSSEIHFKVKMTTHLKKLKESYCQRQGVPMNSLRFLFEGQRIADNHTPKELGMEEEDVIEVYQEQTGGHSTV
Scp-1 inhibitor: Scp-1 phosphatase inhibitors, primary screen, biochemical, colorimetric, uHTS. Carboxy-terminal domain RNA polymerase II polypeptide A small phosphatase 1 (Homo …. Recombinant Scp1, phosphopeptide, malachite green phosphate absorbance. inhibition, % at 20 µM. hit rate 0.88% among 340,000. AID 493091, 2011;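 active = inhibition above about 50% at 20 µM, limit read from the data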;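 note: plate controls were DMSO wells with enzyme for no effect and wells lacking enzyme for full effect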
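Assay system: SCP-1 catalytic fragment, aa 76-261 | Buffer or medium: Tris acetate buffer pH 5.5 with MgCl2 and Tween-20 | Compound: One concentration, 20 µM, with 1.0% DMSO | Also added: Phospho 17-mer peptide substrate | Signal: Absorbance at 630 nm | Incubation: 45 min enzyme reaction at room temperature | Measure: % inhibition of SCP-1 phosphate liberation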
CSN inh: inhibitors of CSN-mediated cullin deneddylation, primary screen, biochemical, fluorescence polarization, uHTS; COP9 signalosome complex subunit 5 (Homo sapiens), Q92905; Purified CSN, SCF-Nedd8-OG deneddylation; inhibition, % at 12.5 µM; hit rate 0.38% among 360,000; AID 651999, 2013;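 active = pattern-corrected inhibition above about 35%, with an unprinted fluorescence ratio check between 0.5 and 1.5, limit read from the data, passing the limit was not always enough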;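 note: 0% = enzyme with substrate and 100% = substrate without enzyme; some results filed as inactive read as strong as hits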
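Assay system: purified human Csn5 enzyme expressed in HEK293T cells; measure: % inhibition; also added: SCFSkp2-Nedd8OG substrate at 10 nM final; technique: fluorescence polarization; times: reaction 90 min, room temperature; medium: Tris buffer pH 7.5, NaCl, DTT, Tween-20, trehalose, ovalbumin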
Rpn11 block: Rpn11 (PSMD14) deubiquitinase inhibitors, primary screen, biochemical, fluorescence polarization, uHTS | 26S proteasome non-ATPase regulatory subunit 14 (Homo sapiens), O00487 | hit rate 0.59% among 360,000 | human 26S proteasome, Ub4-pepOG fluorescence polarization; 20S core pre-blocked with epoxomicin | AID 588493, 2011 | calls only at 20 µM;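 active = inhibition at 20 µM, scaled to each plate's controls, above about 33%, limit read from the data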
Target sequence (O00487 whole entry, looked up): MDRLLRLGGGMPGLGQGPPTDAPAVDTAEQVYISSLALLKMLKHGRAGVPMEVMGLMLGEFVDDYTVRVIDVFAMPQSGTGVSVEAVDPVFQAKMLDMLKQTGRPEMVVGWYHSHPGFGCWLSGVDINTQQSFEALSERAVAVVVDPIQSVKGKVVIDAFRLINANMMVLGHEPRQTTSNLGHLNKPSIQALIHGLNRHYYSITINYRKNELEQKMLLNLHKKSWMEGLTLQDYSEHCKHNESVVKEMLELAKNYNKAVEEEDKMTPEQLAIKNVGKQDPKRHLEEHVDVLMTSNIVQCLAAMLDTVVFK
STEP inh: STEP phosphatase inhibitors, primary screen, biochemical, fluorescence intensity, uHTS; inhibition, % at 20 µM; recombinant STEP, OMFP fluorogenic substrate; hit rate 0.25% among 360,000; AID 588621, 2011; Tyrosine-protein phosphatase non-receptor type 5 (Homo sapiens), P54829;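 active = inhibition at 20 µM, scaled per plate between control wells, above about 37%, limit read from the data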;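 note: 0% = DMSO with enzyme and substrate and 100% = substrate only without enzyme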
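Test system: STEP tyrosine phosphatase / Reagent: OMFP at 25 µM / Doses: 20 µM, 1% DMSO / Read-out: percent inhibition scaled to no-enzyme and uninhibited-enzyme controls, plate-pattern corrected / Detection: FITC-channel fluorescence of OMFP product / Medium: Bis-Tris buffer pH 6.0, 2.5 mM DTT, 0.005% Tween 20 / Schedule: 20 min at room temperature, dark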
MLLE-PAM2 inh: inhibitors of PABP1 MLLE–PAM2 peptide binding, primary screen, biochemical, fluorescence polarization, FITC-PAM2, GST-MLLE. Polyadenylate-binding protein 1 (Homo sapiens), P11940. inhibition, % at 20 µM. hit rate 0.36% among 360,000; in the data active = inhibition above about 35%, passing the limit was not always enough;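 note: plate controls were DMSO wells with GST-MLLE for no effect and wells lacking GST-MLLE protein for full effect; some results filed as inactive read as strong as hits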
Target sequence (P11940 whole entry, looked up): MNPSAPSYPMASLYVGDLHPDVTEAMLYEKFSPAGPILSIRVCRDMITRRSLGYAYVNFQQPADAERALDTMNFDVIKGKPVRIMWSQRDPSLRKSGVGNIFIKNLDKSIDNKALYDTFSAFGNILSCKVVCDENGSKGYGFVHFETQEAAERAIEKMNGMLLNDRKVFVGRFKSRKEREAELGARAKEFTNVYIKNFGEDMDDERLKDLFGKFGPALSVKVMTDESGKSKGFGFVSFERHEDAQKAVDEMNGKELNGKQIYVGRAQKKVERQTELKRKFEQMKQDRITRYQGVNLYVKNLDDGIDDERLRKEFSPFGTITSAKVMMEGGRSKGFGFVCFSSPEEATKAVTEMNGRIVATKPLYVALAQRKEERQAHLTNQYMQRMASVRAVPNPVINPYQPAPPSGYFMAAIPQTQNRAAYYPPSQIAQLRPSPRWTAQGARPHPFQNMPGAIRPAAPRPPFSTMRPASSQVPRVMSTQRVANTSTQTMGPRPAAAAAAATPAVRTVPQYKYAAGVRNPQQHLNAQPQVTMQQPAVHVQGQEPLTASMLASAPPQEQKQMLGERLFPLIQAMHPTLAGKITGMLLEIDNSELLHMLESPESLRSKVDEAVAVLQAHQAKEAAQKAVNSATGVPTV
Tb MetRS inh: T. brucei MetRS inhibitors, primary screen, biochemical, luminescence; AID 624268, 2012; methionyl-tRNA synthetase (Trypanosoma brucei brucei); inhibition, % at 11.9 µM; hit rate 0.4% among 360,000; purified T. brucei MetRS, ATP depletion, Kinase-Glo luminescence;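 active = inhibition above a per-plate cutoff of the control wells' mean inhibition plus 3 SD, cut at about 5.5% in these data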;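 note: 0% = DMSO wells median and 100% = median of wells with control inhibitor compound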
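Dosing: 11.9 µM single point; system: parasite MetRS enzyme; technique: luminescence of leftover ATP; times: 15 min enzyme-compound preincubation, 2 h reaction, 10 min detection, 25 °C; replicates: each compound tested once; read-out basis: percent inhibition relative to median high and low control wells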
NadD block: inhibitors of S. aureus NadD, primary screen, biochemical, colorimetric, uHTS; inhibition, % at 20 µM; purified NadD enzyme, colorimetric absorbance read-out; Nicotinate-nucleotide adenylyltransferase NadD (Staphylococcus aureus N315); hit rate 0.78% among 360,000; in the data active = inhibition above about 26%; note: some compounds past the cut are filed as inactive
LMPTP block: LMPTP phosphatase inhibitors, primary screen, biochemical, fluorescence intensity, uHTS; recombinant LMPTP-A, OMFP fluorogenic substrate; inhibition, % at 20 µM; hit rate 0.22% among 360,000;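 active = compounds that cut the enzyme signal by at least half of the control window in the single-dose screen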;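 note: plate controls were DMSO wells with enzyme plus substrate for no effect and substrate without enzyme for full effect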
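Test system: LMPTP-A phosphatase enzyme; input: 0.625 nM LMPTP-A final; reagent: OMFP substrate, 400 µM final; compound dosing: 20 µM single dose, 3% DMSO; incubation: 50 min dark incubation at room temperature; measured by: endpoint fluorescence intensity from OMFP dephosphorylation; measure: % inhibition relative to no-enzyme and uninhibited control wells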
* hit, by the source's call; i = inactive; x = not tested or not shown; + = active, no number; & = joins results of further samples; ! = repeats disagree.

| structure | DNMT1 inh | SUMO1 PPI mod | Scp-1 inhibitor | CSN inh | Rpn11 block | STEP inh | MLLE-PAM2 inh | Tb MetRS inh | NadD block | LMPTP block |
| --- | --- | --- | --- | --- | --- | --- | --- | --- | --- | --- |
| Cc1nnc(SCCn2c(Br)nc3c2c(=O)n(C)c(=O)n3C)s1 | 2 | 3 | -7 | 4 | i | -1 | -5 | -1.4 | 8 | -1.3 |
| CCN=c1scc(-c2ccc3c(c2)NC(=O)CO3)n1N=C1CCCC1 | -10&-10 | 1&0 | 5&-3 | 7&2 | +! | -4&-3 | -42&-34 | -0.3&0.1 | 4&19 | 19&48 |
| N#C/C(=C\c1ccc(O)c(Br)c1)C(=O)N1CCCCC1 | 4 | -6 | -4 | 1 | i | 0 | 2 | -0.5 | -10 | -11 |
| CCOP(=O)(OCC)C(NC(=O)c1ccc(OC)cc1)c1ccccc1 (stereo not drawn) | 0 | 0 | 6 | -3 | i | 1 | 8 | -0.1 | 5 | 0.9 |
| COc1ccc(-n2c(=O)c3c4c(sc3n(CC(=O)Nc3cc(C)[nH]n3)c2=O)CCCC4)c(OC)c1 | 0 | -1 | 9 | -3 | i | 1 | 6 | -0.5 | 10 | 3.4 |
| CCn1c(SCC(=O)NCc2ccc3c(c2)OCO3)nnc1-c1ccncc1 | 0 | -3 | 0 | 5 | i | -1 | -24 | 0.0 | -2 | 0.4 |
| O=C(NC1CCN(Cc2ccccc2)CC1)c1ccccc1OCc1ccccc1 | -1 | -3 | -10 | 3 | i | -1 | -4 | 1.6 | -7 | 0.2 |
| Cc1ccc(S(=O)(=O)N2C[C@@H](C)[C@]3(C2)[C@H](O)[C@H](OC(=O)NC2CC2)C[C@H]2C(=O)N(c4ccccc4)C(=O)[C@H]23)cc1 | -7 | -1 | x | 3 | i | 1 | 4 | -1.0 | 7 | -0.8 |
| O=C(NCc1ccc(Cl)cc1Cl)Nc1nc([C@@H]2O[C@H](CO)[C@@H](O)[C@H](O)[C@H]2O)cs1 | -2 | 0 | x | -3 | i | 0 | -1 | 0.7 | 0 | -1.1 |
| COc1ccccc1NC(=O)c1ccc(-n2cccn2)c([N+](=O)[O-])c1 | 2 | -17 | -10 | -11 | i | -1 | -7 | 2.0 | 6 | 0.9 |
| CCCN1CCN(CCCNC(=O)c2ccc3c(=O)n(CCc4ccccc4)c(=O)[nH]c3c2)CC1 | -2 | 5 | -5 | -1 | i | 5 | -2 | 1.6 | -5 | 1.7 |
| CC(C)(C)C(O)C(Cc1ccccc1Cl)n1cncn1 (stereo not drawn) | 3 | -1 | 1 | 0 | i | -2 | -3 | -1.5 | -2 | 4.1 |
| CCN1CCN(c2cc(C)c3cc(NC(=S)NCCN(C)C)ccc3n2)CC1 | 1 | -15 | -5 | 3 | i | 9 | 7 | -1.3 | 1 | -1.1 |
| COc1ccc(CCNC(=O)C2CC(=O)N(CCc3ccccc3)C2)cc1OC (stereo not drawn) | 1 | 3 | -11 | 0 | i | -5 | -2 | 0.2 | -3 | -0.5 |
| CCCn1ncc(CN2CCN(CCc3ccccc3)C(CCO)C2)c1C (stereo not drawn) | 1 | 25 | -4 | -7 | i | -3 | 12 | 0.3 | -2 | -1.0 |
| C=CCOc1cccc(CNCc2ccncc2)c1 | 2 | 8 | 8 | 0 | i | -2 | 9 | -0.5 | 0 | -4.8 |
| O=C(Nc1cc(Sc2nc3ccccc3s2)cc([N+](=O)[O-])c1)c1cccc(F)c1F | -8 | -5 | -10 | -1 | i | 0 | 12 | -0.3 | 3 | 3.8 |
| CCOC(=O)C[C@H]1c2cc(F)ccc2S(=O)(=O)N1c1ccccc1 | 2 | 3 | 1 | 1 | i | 2 | -11 | -0.2 | -5 | 0.7 |
| COc1ccc(S(=O)(=O)N2CCCCC2)cc1NC(=O)c1cccc(S(=O)(=O)N2CC(C)OC(C)C2)c1 (stereo not drawn) | -5 | -1 | -12 | 1 | i | -2 | -1 | 0.0 | 2 | 0.8 |
| COc1ccccc1N1CC(C(=O)Nc2ccc(C)c(S(=O)(=O)N3CCOCC3)c2)CC1=O (stereo not drawn) | 0 | 0 | -10 | 4 | i | 3 | -2 | -0.3 | 1 | 0.1 |
| CCc1cc2ccc(C)c(C)c2nc1SCC(=O)Nc1cc(C)on1 | -1 | -9 | 3 | -7 | i | 1 | -7 | -0.3 | 5 | -0.9 |
| OC1CCC(NC(=S)Nc2ccc(SC(F)F)cc2)CC1 (stereo not drawn) | 3 | 0 | 5 | 3 | i | 0 | 16 | -0.7 | -1 | 0.4 |
| CC(C)=CCC/C(C)=C/CNC(=O)C[C@H]1C[C@H](C(=O)N2CCOCC2)[C@@]2(C)c3[nH]c4cc(CCC(=O)N(C)C)ccc4c3CCN2C1=O | 1 | 4 | 4 | 1 | i | 6 | 2 | -1.1 | -1 | 0.0 |
| CC[C@@H]1[C@H]2CCCC(=O)N3CC[C@@H](C[C@@H]1Nc1ccccc1)[C@@H]23 | 1 | 12 | -6 | 4 | i | -4 | -2 | 0.3 | -2 | -0.6 |
| Cc1nc(SCc2nc3ccc(C(=O)c4ccccc4)cc3[nH]2)c2oc3ccccc3c2n1 | -11 | -54 | 3 | 29 | x | 0 | -19 | -0.2 | 20 | 2.3 |

Continued.
Compound | DNMT1 inh | SUMO1 PPI mod | Scp-1 inhibitor | CSN inh | Rpn11 block | STEP inh | MLLE-PAM2 inh | Tb MetRS inh | NadD block | LMPTP block
C[C@@H]1[C@H]2[C@@H](O[C@@H]3O[C@H](CO)[C@@H](O)[C@H](O)[C@H]3O)OC=C(C(=O)O)[C@H]2C[C@@H]1O | 1 | 0 | -4 | 2 | i | -1 | 2 | 0.3 | 1 | -0.8
O=C(NCCCN1CCOCC1)c1ccc(Cl)s1 | 14 | 3 | 2 | -1 | i | -3 | 0 | -1.1 | 4 | -5.6
COc1ccc(C2CC=C(C(C)=O)CN2S(=O)(=O)c2ccccc2)cc1 (stereo not drawn) | 4 | 0 | x | -3 | i | 0 | 6 | -1.0 | -6 | -0.5
CCc1ccc(N(CC(=O)NC2CCCCC2)S(=O)(=O)c2c(C)noc2C)cc1 | 3 | 4 | -6 | -8 | i | 2 | 0 | 0.2 | -3 | -0.6
COc1ccc(OC)c(NC(=O)CSc2nnc(CNC(=O)COc3ccc(Cl)cc3)o2)c1 | -7 | 0 | -8 | 2 | i | -3 | 27 | -0.1 | -1 | 1.0
CSc1nnc2c(n1)OC(C)=Nc1ccccc1-2 | 10 | -19 | -4 | 3 | i | 3 | 5 | 0.0 | -4 | -1.3
O=C(NC1CCCC1)c1ccc(CS(=O)(=O)Cc2ccccc2Cl)o1 | 2 | -4 | -8 | -1 | i | 0 | 12 | 0.2 | 5 | -0.4
COC(=O)c1ccc(NC(=O)CNC(=O)C2CCCCC2)cc1 | 1 | -1 | -2 | 6 | i | 1 | -10 | -0.1 | 8 | -1.1
COc1ccc(OC)c(/C=N\NC(=O)c2c(C)nc3cc(C)ccn23)c1 | -1 | 23 | -6 | 0 | i | -1 | 3 | 2.6 | 0 | 0.4
O=C1NC(c2ccccc2)(C(F)(F)F)C(=O)N1Cc1cccnc1 (stereo not drawn) | -1 | 0 | -5 | 1 | i | 0 | -14 | -0.9 | -2 | -1.7
COc1cc(CCC(=O)OCC(=O)N2CC(=O)Nc3ccccc32)cc(OC)c1OC | 2 | -2 | -10 | 2 | i | 0 | 1 | 0.0 | -6 | -1.6
CN(NC(=O)c1c(Cl)cccc1Cl)c1cccc(Cl)n1 | 2 | -2 | -5 | -1 | i | -1 | -5 | -1.4 | -7 | -0.9
CNc1cc([N+](=O)[O-])ccc1N/C=C/C(=O)c1ccc2c(c1)OCO2 | 7 | -16 | -8 | 0 | i | 1 | 4 | -0.6 | 13 | 2.3
CCc1nnc(NC(=O)c2cccc(S(=O)(=O)N3CCCCC3)c2)s1 | 1 | 0 | -12 | 8 | i | 2 | -8 | -0.2 | -2 | -1.5
CN(Cc1ccccc1)Cc1c(F)cccc1F | -2 | -2 | -1 | -6 | i | -4 | -2 | -0.2 | -6 | -3.6
CC1CCc2nc(N)c(C#N)c(-c3cccnc3)c2C1 (stereo not drawn) | -4 | 1 | -7 | 3 | i | 2 | 6 | -0.8 | 3 | 0.0
CCOc1ccc(NC(=S)N2CCN(C/C=C/c3ccccc3)CC2)cc1 | -2 | 1 | 1 | -8 | i | 21 | -99 | 0.1 | -3 | -0.4
Cc1ccc(S(=O)(=O)N(C)C)cc1NC(=O)C(C)N(C)Cc1sccc1C (stereo not drawn) | -5 | 1 | -5 | -2 | i | 1 | 5 | -0.6 | 0 | 0.8
CS(=O)(=O)N(CC(=O)N1CCOCC1)c1ccc2c3c(cccc13)CC2 | -3 | -9 | -7 | 3 | i | 0 | -8 | 0.1 | 2 | -0.2
COCCNc1nnc(Cc2ccc(Cl)cc2)c(=O)[nH]1 | 4 | 6 | 3 | 3 | i | -1 | -5 | -0.9 | -3 | -2.3
CCOc1ccccc1CN1CCCC(C(=O)Nc2cccc(-n3cccn3)c2)C1 (stereo not drawn) | 0 | -1 | 3 | 4 | i | -2 | 13 | -0.5 | 0 | 0.8
